H1N1 NS1A inhibition: H1N1 influenza NS1A inhibitors, functional cell based assay (AID 504329) | one-dose inhibition, % at 12.5 µM; IC50 in µM for titrated hits | actives 0.3% (n = 340,000) | NS1A functional cell-based assay, percent inhibition; higher % means a stronger effect; in the data active = a potency from the dose series; inconclusive = inhibition above about 27% without an active follow-up result; note: strong numbers were not always called active
H37Rv inhibition: M. tuberculosis growth inhibition, HTS (AID 449762); inhibition, % at 25 µM; hits with a dose series show IC50 in µM; actives 0.59% (n = 330,000); M. tuberculosis H37Rv growth inhibition, 7H9 media; higher % means a stronger effect; in the data active = a potency from the dose series; inconclusive = inhibition above about 70% without an active follow-up result;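 note: bacterial growth assessed after seven days of incubation; strong numbers were not always called active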
VEEV TC-83 Vero: inhibitors of VEEV TC-83 cytopathic effect, confirmation, Vero cells (AID 588727) | Vero cells, VEEV TC-83 cytopathic effect inhibition; higher % means a stronger effect | inhibition, % at 20 µM; hits with a dose series show IC50 in µM | actives 0.13% (n = 350,000); in the data active = a potency from the dose series; inconclusive = inhibition mostly from about 14% at the one dose, without a potency; inactive = the rest, 99 in 100 with inhibition below about 12%; note: strong numbers were not always called active
Salmonella PhoP GFP: PhoP regulon inhibitors, Salmonella typhi PhoP promoter GFP reporter, confirmatory (AID 1850); Salmonella Typhi PhoP-promoter GFP reporter, fluorescence, 4 h; higher % means a stronger effect; inhibition, % at 50 µM; hits with a dose series show IC50 in µM; actives 0.33% (n = 310,000); in the data active = a potency from the dose series; inconclusive = inhibition mostly from about 25% at the one dose, without a potency; inactive = the rest, 99 in 100 with inhibition below about 19%;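 note: 0% = induced wells with vehicle and 100% = uninduced wells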
tuberculosis growth: growth inhibition of non-replicating M. tuberculosis (AID 488890); Mycobacterium tuberculosis non-replicating, growth inhibition; higher % means a stronger effect; inhibition, % at 25 µM; hits with a dose series show IC50 in µM; actives 0.39% (n = 320,000); in the data active = a potency from the dose series; inconclusive = inhibition mostly from about 82% at the one dose, without a potency; inactive = the rest, 99 in 100 with inhibition below about 76%;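 note: plate controls were DMSO cells for no effect and high antibiotic wells for full effect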
VEEV TC-83 Vero 10K pilot screen: recorded beside VEEV TC-83 Vero, whose call it bears; inhibition, %; measured here: 10K pilot screen inhibition
An asterisk follows results filed as active; i = inactive; u = inconclusive; x = no result given. An unsorted share of the library; overall some 1.4% were active at least once.

SMILES	H1N1 NS1A inhibition	H37Rv inhibition	VEEV TC-83 Vero	Salmonella PhoP GFP	tuberculosis growth	others
NC(=O)CC(NC(=O)c1cccc(Br)c1)c1ccc(N2CCN(c3ccccn3)CC2)c([N+](=O)[O-])c1 (stereo not given)	14%	3%	0.3%	0%	4%	VEEV TC-83 Vero 10K pilot screen=0.4
COc1ccc(/C=C2\NC(=S)N(CC3CCCO3)C2=O)c(OC)c1C (stereo not given)	0%	-4%	i	5%	23%
CC(C)(C)C1=NN(c2ccc([N+](=O)[O-])cc2)C(c2ccccc2)C1 (stereo not given)	-9%	8%	i	-8%	23%
O=[N+]([O-])c1c(NCCO)cc(N2CCC3(CC2)OCCO3)c2nonc12	31%	0%	1.2%	10%	-6%
COc1ccc(S(=O)(=O)Nc2ccc(NC(C)=O)cc2)cc1OC	2%	1%	0.5%	13%	24%
C=CCC1(O)C(=O)N2C(=C1C(=O)OCC)c1ccc3ccccc3c1CC2(C)C (stereo not given)	8%	-9%	6.0%	4%	5%
CCOCCCNC(=O)CN1CCN(c2ccc(F)cc2)CC1	-1%	-3%	0.9%	-4%	3%
COc1c(Cl)cc(Cl)cc1C(=O)Nc1ccc(NC(=O)c2cccs2)cc1	-3%	13%	2.0%	-7%	0%
Cc1ccc(S(=O)(=O)N(CC(=O)NCc2ccncc2)Cc2ccc(F)cc2)cc1	-1%	0%	0.8%	4%	9%
CCOC(=O)Cn1c(-c2ccccc2)ccc(C#N)c1=O	0%	4.5µM*	i	4%	4.7µM*
O=C(CN1CCN(c2ccccc2F)CC1)N1N=CCC1c1ccccc1 (stereo not given)	0%	6%	0.6%	-4%	32%
O=C(c1ccc(C(F)(F)F)cc1)C1CCCN(C(=O)CN2C(=O)CSC2=O)C1 (stereo not given)	-4%	6%	i	0%	10%

Quoted from the entries so far for reference:
SMILES	H1N1 NS1A inhibition	H37Rv inhibition	VEEV TC-83 Vero	Salmonella PhoP GFP	tuberculosis growth	others
O=C(CN1CCN(c2ccccc2F)CC1)N1N=CCC1c1ccccc1 (stereo not given)	0%	6%	0.6%	-4%	32%
O=C(c1ccc(C(F)(F)F)cc1)C1CCCN(C(=O)CN2C(=O)CSC2=O)C1 (stereo not given)	-4%	6%	i	0%	10%

Next part:
SMILES	H1N1 NS1A inhibition	H37Rv inhibition	VEEV TC-83 Vero	Salmonella PhoP GFP	tuberculosis growth	others
C=CCNc1nc(S(=O)Cc2ccc(C)cc2)nc2c1CCCC2 (stereo not given)	-6%	-1%	0.1%	-2%	-7%
O=S(=O)(Nc1ccc(-n2cnnn2)cc1)c1ccc(Cl)s1	-16%	1%	2.8%	x	17%
CC(C)CC(=O)NC(=S)Nc1cccc(NC(=O)c2ccccc2Cl)c1	1%	-2%	7.8%	5%	40%
Brc1ccc2c(c1)C(OC1CN3CCC1CC3)c1ccccc1CS2 (stereo not given)	4%	25µM*	i	38µM*	u
C[C@@H]1COC(=O)[C@H](CC(=O)OC(C)(C)C)C/C=C\C[C@@H](CC(=O)N(CCO)Cc2ccccc2)C(=O)N1	-7%	-5%	1.5%	x	17%
CCCC12CN3CN(C1)CC(CCC)(C3)C2O (stereo not given)	4%	-1%	0.3%	2%	-4%
O=C(c1ccc(N2CCCCC2)c([N+](=O)[O-])c1)N1CCN(c2ccccn2)CC1	5%	0%	4.1%	-6%	11%
Cc1ccc2nc(N3CCOCC3)c(C=O)c(=O)n2c1	-4%	-8%	1.0%	7%	-1%
CC(C)NC(=O)Cn1nnc(-c2ccc(Cl)cc2)n1	5%	2%	1.0%	-11%	-7%
CCOc1ccc(N=C2NC(=O)C(CC(=O)Nc3ccc(OC)cc3)S2)cc1 (stereo not given)	4%	1%	0.7%	-4%	x
CC(C)C(NS(=O)(=O)c1ccc(Br)s1)C(=O)O (stereo not given)	-3%	-4%	i	4%	-5%
Cc1ccc(C(=O)NC(=C(Cl)Cl)S(=O)(=O)c2ccc(C)cc2)cc1	10%	2%	5.9%	-2%	22%
CCN(CCCNC(=O)CCC(=O)N1CCOc2ccccc21)Cc1ccccc1	-11%	-5%	i	-2%	-14%
O=C1NC(=O)N(Cc2ccccc2Cl)C(=O)/C1=C/N1CCOCC1	7%	-7%	2.9%	5%	27%	VEEV TC-83 Vero 10K pilot screen=1.5
COCCN(C(=O)CSc1n[nH]c(-c2ccccc2)n1)c1c(N)n(CC(C)C)c(=O)[nH]c1=O	7%	-4%	0.9%	-3%	-9%
COC(=O)Cc1c(C(=O)OC)nnn1-c1ccc(OC(F)(F)F)cc1	-2%	3%	1.6%	-8%	15%
COc1ccc(NC(=S)NC(NC(=O)c2cccc3ccccc23)C(Cl)(Cl)Cl)c([N+](=O)[O-])c1 (stereo not given)	-2%	20%	0.3%	-9%	u
CN(C)S(=O)(=O)c1cccc(C(=O)C2=C3SC=C(c4ccccc4)N3CC2)c1	-5%	0%	i	-7%	14%
COc1ccc(/C=N\N2CCN(Cc3ccccc3Cl)CC2)cc1	5%	-4%	0.5%	7%	-2%
CC(C)(C)c1ccc(/C=C2/SC(N3CCCC3)=NC2=O)cc1	x	25%	2.2%	10%	74%
Cc1cccc(C)c1OCC(=O)N(Cc1cccs1)C1CCS(=O)(=O)C1 (stereo not given)	-6%	-6%	35%	10%	-21%
O=[N+]([O-])c1ccc(-c2c(-c3ccccc3)ncc3ccc(F)cc23)cc1	-10%	24%	4.1%	x	31%
COc1ccc(/C=N/NC(=O)c2ccc(CN3c4cccc5cccc(c45)S3(=O)=O)cc2)cc1	-3%	0%	0.1%	0%	-8%
COCCSc1nnc(NS(=O)(=O)c2ccc(F)cc2)s1	-5%	-8%	0.9%	-14%	9%
CS(=O)(=O)N(CC(=O)Nc1cccc([N+](=O)[O-])c1)c1ccccc1F	4%	3%	0.6%	-2%	-4%
O=C(Nc1nc2c(Cl)cccc2s1)c1ccc(Br)o1	6%	6%	i	8%	10%
CN(C)S(=O)(=O)c1ccc(C(=O)Nc2ccc(OCC(=O)N3CCOCC3)cc2)cc1	6%	-1%	i	-8%	17%
Brc1ccccc1-c1nnc(COc2ncnc3c2cnn3-c2ccccc2)o1	2%	-10%	2.5%	-1%	17%
Cc1cnc(NC(=O)C2CC(=O)N(c3cccc(Cl)c3)C2)s1 (stereo not given)	12%	10%	6.1%	-5%	23%
Cc1c(C(=O)N2CCCCC2)c(S(=O)(=O)NCCc2ccc(S(N)(=O)=O)cc2)c(C)n1C	-4%	0%	1.1%	4%	-2%
O=c1c2c(nc3nc(SCc4ccccc4)[nH]n13)CCC2	5%	-14%	0.1%	-7%	34%
CC(C)c1ccc(Nc2ccc(C(=O)O)cc2[N+](=O)[O-])cc1	-4%	-2%	i	16%	22%
Cc1ccc(-c2cc(C(=O)NCc3ccccn3)c3ccccc3n2)cc1	18%	-4%	9.4%	1%	46%
COc1cc(/C=N/NC(=O)CCc2n[nH]c(=O)[nH]c2=O)cc(OC)c1OC	0%	-5%	1.1%	-3%	-12%
O=C(CSCc1cnn(-c2ccccc2)c1-n1cccc1)NCc1cccs1	2%	1%	3.3%	-3%	0%
O=C(Cn1nc2sc3ccccc3n2c(=O)c1=O)c1ccc(Cl)cc1	x	1%	x	-6%	-10%
Cc1nn(C)c(C)c1NS(=O)(=O)c1ccccc1Cl	2%	0%	1.8%	x	-15%
CCOC(=O)C1=c2/c(=C/c3ccncc3)c(N)c(C(=O)OC)n2C(=O)C(c2ccncc2)S1 (stereo not given)	3%	-4%	7.1%	10%	4%
O=C(Nc1ccc(Cl)cn1)c1ccc(COc2ccccc2Br)o1	-4%	-1%	3.4%	-4%	75%
C=CCn1c(=O)/c(=C/c2ccc(Cl)cc2)s/c1=C(/C#N)c1nnc2n1CCCCC2	9%	95%	11%	3%	40%
O=C(CSc1nnc(-c2cc(-c3cccs3)nc3ccccc23)o1)NC1CCCCC1	7%	-3%	3.8%	-5%	-4%
CCc1ccc(-c2csc3ncn(CC(=O)N4CCOCC4)c(=O)c23)cc1	11%	-3%	0.5%	-4%	9%
Cc1ccc[n+](CC(=O)c2ccc(Br)cc2)c1	1%	7%	0.6%	9%	-3%
C[C@]12c3[nH]c4ccccc4c3CCN1C(=O)C(CC(=O)NCCN1CCOCC1)C[C@@H]2C(=O)N1CCOCC1 (stereo not given in full)	1%	2%	i	x	-6%
Cc1ccc(C(=O)N(CC(=O)NC2CCCC2)c2ccc3c(c2)OCCO3)s1	-6%	-2%	0.5%	3%	-2%
Cc1cc(NS(=O)(=O)c2ccc(NC(=O)C(C)N3C(=O)c4ccccc4C3=O)cc2)nc(C)n1 (stereo not given)	-6%	-3%	2.7%	4%	-13%
CC1CC(C)CN(CC(=O)Nc2ccc(S(N)(=O)=O)cc2)C1 (stereo not given)	1%	13%	0.6%	-3%	9%
Cc1ccc(S(=O)(=O)N2CCOCC2)cc1NC(=O)COC(=O)Cn1c(C)csc1=O	-5%	2%	i	4%	11%
CCOC(=O)c1cnc(SCC(=O)OCC(=O)N(CC)C2CCS(=O)(=O)C2)nc1N (stereo not given)	-3%	-5%	4.4%	7%	-18%
O=C(O)CCC(=O)Nc1ccc2c(c1)oc1ccccc12	18%	-3%	4.3%	7%	14%	VEEV TC-83 Vero 10K pilot screen=1.1
Cc1ccc(C)c(N2CCN(C(=O)c3cccn4c(=O)c5sccc5nc34)CC2)c1	-14%	-15%	3.2%	-1%	33%
COc1ccc([N+](=O)[O-])cc1NC(=O)C(C)OC(=O)C1CC(=O)N(Cc2ccco2)C1 (stereo not given)	0%	-2%	0.0%	-4%	-4%
CCn1cc(/C=C/C(=O)Nc2c(C)nn(Cc3ccccc3C)c2C)cn1	-3%	-1%	i	11%	-5%
CCCC1=C(C(=O)OCC)C(c2ccc(O)cc2)n2ncnc2N1 (stereo not given)	-9%	-10%	2.1%	26%	9%
CC(=O)c1ccc(NC(=O)CCNS(=O)(=O)c2ccccc2F)cc1	0%	-3%	0.1%	4%	-9%
COCCCNC(=O)CCn1c(=O)c2ccccc2n(CC(=O)Nc2ccc(C)cc2C)c1=O	2%	-2%	0.6%	-9%	1%
O=C(CSCc1c(Cl)cccc1Cl)Nc1cccnc1	1%	-4%	0.1%	12%	23%
CCCCCNc1nc(-c2ccccc2)cs1	x	-4%	x	-21%	28%
CCOC(=O)C1CCCCN1Cc1ccc(F)c(Br)c1 (stereo not given)	-5%	3%	i	x	13%
Cc1nc(-c2cccnc2)sc1C(N)=O	-2%	-3%	1.7%	-8%	4%
COc1ccc(N=c2oc3c(OC)cccc3cc2C(=O)NCc2ccco2)cc1OC	1%	3%	0.7%	9%	7%

In the list so far, these have an aryl methoxy group.
SMILES	H1N1 NS1A inhibition	H37Rv inhibition	VEEV TC-83 Vero	Salmonella PhoP GFP	tuberculosis growth	others
COc1ccc(/C=C2\NC(=S)N(CC3CCCO3)C2=O)c(OC)c1C (stereo not given)	0%	-4%	i	5%	23%
COc1ccc(S(=O)(=O)Nc2ccc(NC(C)=O)cc2)cc1OC	2%	1%	0.5%	13%	24%
COc1c(Cl)cc(Cl)cc1C(=O)Nc1ccc(NC(=O)c2cccs2)cc1	-3%	13%	2.0%	-7%	0%
CCOc1ccc(N=C2NC(=O)C(CC(=O)Nc3ccc(OC)cc3)S2)cc1 (stereo not given)	4%	1%	0.7%	-4%	x
COc1ccc(NC(=S)NC(NC(=O)c2cccc3ccccc23)C(Cl)(Cl)Cl)c([N+](=O)[O-])c1 (stereo not given)	-2%	20%	0.3%	-9%	u
COc1ccc(/C=N\N2CCN(Cc3ccccc3Cl)CC2)cc1	5%	-4%	0.5%	7%	-2%
COc1ccc(/C=N/NC(=O)c2ccc(CN3c4cccc5cccc(c45)S3(=O)=O)cc2)cc1	-3%	0%	0.1%	0%	-8%
COc1cc(/C=N/NC(=O)CCc2n[nH]c(=O)[nH]c2=O)cc(OC)c1OC	0%	-5%	1.1%	-3%	-12%
COc1ccc([N+](=O)[O-])cc1NC(=O)C(C)OC(=O)C1CC(=O)N(Cc2ccco2)C1 (stereo not given)	0%	-2%	0.0%	-4%	-4%
COc1ccc(N=c2oc3c(OC)cccc3cc2C(=O)NCc2ccco2)cc1OC	1%	3%	0.7%	9%	7%

Screening results deposited in PubChem BioAssay by Southern Research Specialized Biocontainment Screening Center.
